mcGAS MS inh – blocks mouse cGAS cGAMP production. recombinant mouse cGAS, cGAMP by RapidFire MS. inhibition, % at 12.5 µM. hit rate 0.18% among 130,000. AID 1259397;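 active = inhibition of cGAS enzyme activity at or above 60%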;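 also: enzyme stimulated by 45 bp dsDNA with ATP and GTP substrates; cGAMP share of summed cGAMP plus half ATP and half GTP signals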
Target sequence (Q8C6L5 whole entry, looked up): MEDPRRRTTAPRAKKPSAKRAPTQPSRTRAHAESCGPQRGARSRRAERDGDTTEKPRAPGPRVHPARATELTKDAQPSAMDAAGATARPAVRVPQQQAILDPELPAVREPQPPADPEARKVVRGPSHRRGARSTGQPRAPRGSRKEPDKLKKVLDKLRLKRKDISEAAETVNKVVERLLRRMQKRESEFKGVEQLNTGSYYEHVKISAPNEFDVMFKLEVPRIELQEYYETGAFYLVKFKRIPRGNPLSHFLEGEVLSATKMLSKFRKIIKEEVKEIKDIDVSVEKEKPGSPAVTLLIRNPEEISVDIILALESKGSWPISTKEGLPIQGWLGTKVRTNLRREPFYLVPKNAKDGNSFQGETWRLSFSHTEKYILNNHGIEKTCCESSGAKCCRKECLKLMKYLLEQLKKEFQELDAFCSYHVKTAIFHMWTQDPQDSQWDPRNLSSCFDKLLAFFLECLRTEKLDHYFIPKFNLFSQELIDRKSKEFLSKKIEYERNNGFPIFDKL
* marks the source's active call; other numbers are inactive results; & = joins results of further samples.

Preview, 3 compounds:
SMILES	mcGAS MS inh
CCOc1ccccc1C(=O)Oc1ccc2ccc(O)cc2c1	-10.2
Oc1c(C(Nc2ncccn2)c2ccco2)ccc2cccnc12 (stereo unspecified)	-6.6
Cc1ccc(C(C)NC(=O)c2cc3c(F)cc(Br)cc3[nH]2)o1 (stereo unspecified)	0.5

The list itself, previewed entries included:
SMILES	mcGAS MS inh
CCOc1ccccc1C(=O)Oc1ccc2ccc(O)cc2c1	-10.2
Oc1c(C(Nc2ncccn2)c2ccco2)ccc2cccnc12 (stereo unspecified)	-6.6
Cc1ccc(C(C)NC(=O)c2cc3c(F)cc(Br)cc3[nH]2)o1 (stereo unspecified)	0.5
CC1(C(=O)NCCc2c[nH]c3ccccc23)CCN1Cc1ccc(OC(F)(F)F)cc1 (stereo unspecified)	-8.6
CCC(C)NC(=O)CC1=CSC2=NC(C)=C(C(=O)OC(C)C)C(c3ccccc3C)N12 (stereo unspecified)	-0.7
N#Cc1c(N=Cc2sc3ccccc3c2O)sc2c1CCCC2	-12.6
O=C1NCCN(Cc2ccccc2)C1CC(=O)N1CCSCC1 (stereo unspecified)	-2.7
CC1CN(C(=O)CCNC(=O)CCOc2ccccc2Cl)CC(C)O1 (stereo unspecified)	-0.8
NS(=O)(=O)N1CCc2sccc2C1c1ccccc1 (stereo unspecified)	-7.8
O=C(CCCCCn1c(=O)[nH]c2ccsc2c1=O)NCc1cccs1	4.9
O=C(NC1CCCCC1)ON1C(=O)CCC1=O	-1.5
O=C(O)c1ccc(S(=O)(=O)Nc2ccc3sccc3c2)cc1	3.9
COc1cccc(NC(=O)c2nn(-c3ccccc3C)c(=O)cc2OC)c1	-31.0
O=C1NCCN(Cc2ccc(F)cc2Cl)C1CC(=O)N(CCO)Cc1ccccc1 (stereo unspecified)	5.2
COC(=O)C1CN(C(=O)CN(C)Cc2ccccc2Cl)c2ccccc2O1 (stereo unspecified)	-2.7
COc1ccc(C2SCCN2S(C)(=O)=O)cc1Br (stereo unspecified)	10.7
O=c1c(-c2ccccc2)[n+]([O-])c2ccccc2n1OCc1ccccc1Cl	4.4
CCc1cc2c(N(Cc3ccc(C(=O)NC)cc3)C3CC3)ncnc2s1	-7.4
CN(Cc1ccc(-n2cccn2)cc1)Cc1ccc(-c2ccn[nH]2)s1	-26.8
CCCn1c(N)c(-c2csc(Cc3nnc4n3CCCCC4)n2)c(=O)n(C)c1=O	-12.3
Cc1ccc(C)c(S(=O)(=O)NCCCn2nc(-c3ccco3)ccc2=O)c1	6.3
O=C(CN1CCN(Cc2nc3ccccc3s2)CC1)NCCC1=CCCCC1	-2.4
Cc1cc2ncn(CC(C)C)c2cc1C	-4.6
COc1cc(OC)cc(C(=O)Nc2ccc3nc(C)n(-c4ccc(F)cc4)c(=O)c3c2)c1	-3.6
O=C(Cc1ccccc1F)NOCc1ccccc1	0.7
SMILES	mcGAS MS inh
Cc1ccc(Cn2nc(-c3cccc(Br)c3)ccc2=O)cc1	-6.6
Cc1ccc(Cl)c(NC(=O)CN2CCN(S(=O)(=O)c3ccc4c(c3)CCC4)CC2)c1Cl	1.2
CC(=O)c1cccc(-c2cccc(C)n2)c1	-6.0
Cc1sc2ncnc(N(C)CC(=O)NC3CC3)c2c1C	-5.8
Cc1noc(C(C)Sc2nnnn2CCN(C)C)n1 (stereo unspecified)	-17.9
Cc1ccc(NC(=O)C2CCc3ccccc3N2C(=O)C2CCCO2)cc1 (stereo unspecified)	-5.5&-4.2
CC(C)C1CN(Cc2cc(-c3ccccn3)no2)CCCN1CC1CC1 (stereo unspecified)	-20.7
CS(=O)c1c(Cl)cccc1NC(=O)N1CCN(c2ncc(Cl)cc2Cl)CC1 (stereo unspecified)	-11.0
CC(C)OCCCNc1ncc2c(n1)CC(c1cccc(Cl)c1)CC2=O (stereo unspecified)	-12.2
CSCC(C)N(C)CC(=O)Nc1ccc(C(C)(C)C)cc1 (stereo unspecified)	-5.0
COC(=O)CCCN(C)C(=O)c1ccc(CNC(C)=O)cc1	-2.0
O=C(c1ccc(F)cc1)N1CCCC(OCc2ccc(F)c(F)c2)C1 (stereo unspecified)	-7.0
Cc1cc(C(F)(F)F)nc(CCNC(=O)c2ccc(Cl)cn2)n1	5.0
Cc1cccc(NC(=O)CC2CSc3nc(C(C)C)cc(=O)n32)c1C (stereo unspecified)	-3.6
Cc1cccc2[nH]c(CNC(=O)c3ccc4c(c3)nnn4C)nc12	-15.0
CCC(=O)C1=C(c2ccccc2)N(C(=O)CC)n2c(nnc2-c2ccc(OC)cc2)S1	-5.1
COc1ccc(-c2nc(COc3ccc(Cl)cc3C(N)=O)no2)cc1	5.3
O=C(Cn1cnc2c(cnn2C2CCS(=O)(=O)C2)c1=O)c1ccc2c(c1)OCCO2 (stereo unspecified)	-8.0
O=C(NCc1nnnn1C1CCCCC1)Nc1cccc(Cl)c1	12.1
CCCc1noc(C(C)N2CCCN(C(=O)c3ccccc3Cl)CC2)n1 (stereo unspecified)	76.2*
CC(=O)NCCSc1nnnn1-c1c(C)cccc1C	-5.2
Cc1cccc(-c2[nH]n(-c3ccc(F)cc3)c(=O)c2-c2ccc(N)cc2)c1	-1.1
COc1ccccc1OCC(=O)Nn1cnc2c(cnn2-c2ccc(C)c(C)c2)c1=O	-2.0
O=C(CSc1nnc(-c2cccs2)n1CC1CCCO1)N1CCCC1 (stereo unspecified)	-5.4
CC1(C)CCC(C)(C)c2cc(C(=O)NC(C(N)=O)C(N)=O)ccc21	23.0

An excerpt of these results, as labelled records.
Cc1ccc(Cn2nc(-c3cccc(Br)c3)ccc2=O)cc1
  mcGAS MS inh: -6.6

CC(=O)c1cccc(-c2cccc(C)n2)c1
  mcGAS MS inh: -6.0

More entries.
SMILES	mcGAS MS inh
CN1CCCNC(=O)C12CCN(C(=O)c1nc3ccccc3[nH]1)CC2	-19.1
Cc1ccc2ccccc2c1COC(=O)CC(CC(N)=O)c1ccccc1 (stereo unspecified)	1.6
C=CCN1CC(c2nc3ccccc3n2Cc2ccc(C(C)(C)C)cc2)CC1=O (stereo unspecified)	-13.0
CCOC(=O)c1nc2ccccc2nc1N1CCN(S(=O)(=O)c2cccc([N+](=O)[O-])c2)CC1	-4.8
COC(=O)c1ccc(Cn2nc(C)c3cnn(-c4ccc(C)c(C)c4)c3c2=O)o1	-7.5
COc1ccc(NC(=O)C(=O)c2ccco2)c(NC(=O)C(C)C)c1	-9.0
COc1ccc(S(=O)(=O)Nc2cccc(Br)c2)cc1OC	-11.5
CC(NC(=O)CN1C(=O)C2CCCCC2C1=O)c1ccc(Cl)s1 (stereo unspecified)	4.9
Cc1c(C(=O)N2CCC(N3CCCCC3=O)CC2)cnn1-c1ccccc1	2.4
O=C(OOC(=O)c1ccccc1)c1ccccc1	-5.6
COc1ccccc1-n1c(=O)n(C(C)C)c(=O)c2c1ncn2Cc1ccccc1C#N	-4.8
CCC1CCCCC1NC(=O)c1cnc2c(c1)c(=O)n(C)c(=O)n2C (stereo unspecified)	-4.7
CCOC(=O)C1(Cc2ccccc2)CCCN(C(=O)c2ccccc2SC)C1 (stereo unspecified)	-8.5
OCCCN1CCN(c2nccc(C3CCCC3)n2)CC1	-2.0
S=c1[nH]nc(-c2ccccc2)o1	5.0
N#CC(=Cc1ccc(-c2nc3ccccc3s2)o1)c1[nH]nc(N)c1C#N	-0.9
CCCOc1c(Br)cc(C(=O)N2CCN(C(=O)C3CC3)CC2)cc1OC	-2.5
CC(CCCC(C)(C)O)CCN1CCC(Cc2nnc(CO)n2C)CC1 (stereo unspecified)	5.9
CC(=O)c1ccc(S(=O)(=O)NCCn2nc(-c3cccnc3)ccc2=O)cc1	-2.8
COc1cccc(CN2CCCC3(CCN(C(=O)c4cccc(C)n4)C3)C2)c1OC (stereo unspecified)	-8.1
N#Cc1cc2[nH]c(=O)c(=O)[nH]c2cc1[N+](=O)[O-]	-4.5&7.0
O=C(Cn1c(CO)cnc1SCc1ccc(C(F)(F)F)cc1)NC1CC1	-3.9
Cc1csc(C(NC(=O)NC2CC(=O)N(C3CC3C)C2)C2CC2)n1 (stereo unspecified)	-12.9
c1ccc(-c2ncn(C[C@@H]3CCCO3)c2-c2cccc(Cn3cccn3)c2)cc1	3.3
CCCCNC(=O)Cc1csc(NC(=O)c2ccco2)n1	1.7
SMILES	mcGAS MS inh
CC1CC(Sc2nc3cc(S(=O)(=O)N(C)C)ccc3o2)C(=O)O1 (stereo unspecified)	-4.7
CCN(NC(=O)c1ccc(C)c(OC)c1)c1ccc(C)cc1	-16.2
CC(Sc1nnc(-c2ccccc2F)o1)C(=O)N1CCc2ccccc21 (stereo unspecified)	8.9
O=C(CSc1ccc(NC(=O)c2cccc(F)c2)nn1)Nc1ccccc1F	6.4
CC(c1ccccc1)N(CC1CCC1)C(=O)CCc1cnn(C)c1 (stereo unspecified)	-11.4
Cc1c(C(=O)NNC(=O)c2ccc3c(c2)OCO3)oc2ccc(F)cc12	2.3
CCCC(C)n1c(O)cc(=O)[nH]c1=S (stereo unspecified)	9.7
O=C(CCc1n[nH]c2c1CCCC2)N1CCCC(c2ccn[nH]2)C1 (stereo unspecified)	-3.6
CCOC(=O)c1c(NC(=O)c2ccccc2F)sc(C(=O)Nc2ccccc2C)c1C	0.6
CC1CCCCC1NC(=O)CS(=O)(=O)c1ccc2ccccc2n1 (stereo unspecified)	5.6
Cc1cnc(NC(=O)CCc2c(C)noc2C)s1	-10.8
Cc1ncc(CN(C)C(=O)c2cnc(-c3cccs3)s2)s1	-1.6
CC(C)c1ccc(NC2CCCN(C(=O)CCc3nc4ccccc4[nH]3)C2)cc1 (stereo unspecified)	0.7
COc1ccc(OC(=O)c2ccccc2[N+](=O)[O-])c(C(C)=O)c1	-9.7
O=C(NNC(=O)C1CC1)Nc1ccc(Cl)cc1	-5.6
CCc1nnc2n1N(C(C)=O)C(c1ccc(C)c(C)c1)=C(C(C)=O)S2	-3.8
CCOC(=O)CN(CC(N)=O)Cc1ccc(C)cc1	8.0
COc1ccc(N(CCC(N)=O)C(=O)c2ccc(Br)cc2)cc1	2.1
Cc1cc(C)n(/N=C\c2ccc(-c3ccc(Cl)cc3)o2)c(=O)c1C#N	11.2
Nc1c(C(=O)NC[C@H]2CCCC[C@H]2O)cnn1-c1ccc(F)cc1F	-7.8
Cc1ccc(-n2c(C)c3c(c2C)P(=O)(Nc2ccc([N+](=O)[O-])cc2)N(c2ccccc2)N=C3)cc1 (stereo unspecified)	-17.9
Cn1c(=O)[nH]c(=O)c2c1n1c(-c3ccc(Br)cc3)nnc1n2C	-3.6
N#Cc1ccc(NC(=O)C2CSCN2)cc1 (stereo unspecified)	3.1
CCOc1cc(F)ccc1NC(=O)NC1CCC(=O)NC1 (stereo unspecified)	3.1
COc1ccc(-c2ccc(SCc3ccncc3)nn2)cc1	-8.3

7 compounds picked at random from the list so far:
SMILES	mcGAS MS inh
C=CCN1CC(c2nc3ccccc3n2Cc2ccc(C(C)(C)C)cc2)CC1=O (stereo unspecified)	-13.0
O=C(OOC(=O)c1ccccc1)c1ccccc1	-5.6
CCc1cc2c(N(Cc3ccc(C(=O)NC)cc3)C3CC3)ncnc2s1	-7.4
Cc1sc2ncnc(N(C)CC(=O)NC3CC3)c2c1C	-5.8
Cc1csc(C(NC(=O)NC2CC(=O)N(C3CC3C)C2)C2CC2)n1 (stereo unspecified)	-12.9
COc1ccc(N(CCC(N)=O)C(=O)c2ccc(Br)cc2)cc1	2.1
COc1cccc(NC(=O)c2nn(-c3ccccc3C)c(=O)cc2OC)c1	-31.0

Carrying on:
SMILES	mcGAS MS inh
Fc1ccc(COc2cccc(CNc3nn[nH]n3)c2)cc1	-28.7
CCc1c(C)nn(CCNC(=O)c2csc(C)n2)c1C	-25.8
CN(CCC1CCCCO1)c1nncc(-c2cccc(F)c2)n1 (stereo unspecified)	-6.3
CCC(=O)N(c1cccc(OC)c1)c1nc(-c2ccccc2)c(C)s1	2.7
N#C/C(=C/c1ccc(OCCC(=O)O)cc1)c1ncc(C(F)(F)F)cc1Cl	-27.6
COc1ccc(F)cc1C(=O)C1CCCN(C(=O)/C=C/c2cnn(C)c2)C1 (stereo unspecified)	5.6
CCCCN(CC)C(=O)C1=NCC(=O)N(c2ccccc2)N1	7.7
OCCNc1cc(N2CCC3(CCNCC3)CC2)ncn1	4.0
CCCCN(Cc1ccsc1)C(=O)c1ccc2cccnc2n1	-14.6
c1ccc(Oc2ccccc2CSc2nnc(-c3ccc4c(c3)OCO4)o2)cc1	0.0
Cc1sc(N/N=C\C2CC=CCC2)nc1-c1ccccc1 (stereo unspecified)	-5.0
CCC(NC(=O)NC(C)(C)c1nccs1)c1ccncc1 (stereo unspecified)	-7.5
Cc1nsc(NC(=O)N2CCN(c3ccccc3)CC2C)n1 (stereo unspecified)	-5.3
CC(=O)Oc1c(-c2ccc(N)cc2)c(-c2cccc(F)c2)nn1-c1ccc(C)cc1	-3.1
COC(=O)C(c1ccccc1)N(C)C(=O)Cc1cccc(OC)c1 (stereo unspecified)	-40.5
CCC1=NOC(C(=O)N2CCC(Cc3nncn3-c3ccccc3)CC2)C1 (stereo unspecified)	-12.2
NNc1nc(N)c2c(n1)-c1ccccc1CC21CCCCC1	-11.9
COc1cc(NC(=O)c2ccc(C)s2)cc(OC)c1OC	-2.3
COc1ccc(CC(=O)N2CCCC(CNS(=O)(=O)c3ccc(OC)cc3)C2)cc1 (stereo unspecified)	-3.8
O=c1ccc2ccc(OS(=O)(=O)c3ccc4c(c3)OCCO4)cc2o1	-7.5
COc1ccc(/C=C/C2=NC(=C/c3cc(OC)c(OC)c(OC)c3)/C(=O)O2)cc1	1.2
Cc1cccnc1CC(C)NC(=O)Cn1nnnc1CN1CCCCCC1 (stereo unspecified)	0.4
Cn1c(CC2CCS(=O)(=O)C2)n[nH]c1=S (stereo unspecified)	0.7
CCn1cc(C(=O)NCC2CCN(Cc3ccccc3F)C2)cn1 (stereo unspecified)	5.9
O=C(c1cc(-c2csc(NC3CC3)n2)c[nH]1)N1CCCC1	1.3
O=C(c1ccc2ccccc2c1)C1CCCN(S(=O)(=O)Cc2ccccc2)C1 (stereo unspecified)	-12.3&-5.4
CCC1CCc2sc(C(=O)NNC(=O)c3ccco3)cc2C1 (stereo unspecified)	0.3
O=c1[nH]c2cc(Br)c(S(=O)(=O)Nc3ccc(F)cc3F)cc2[nH]1	1.4
NC1CCN(c2ccccc2C(=O)N2CCOCC2)CC1	-3.5

Assay outcomes deposited in PubChem BioAssay by Fisher Drug Discovery Resource Center.

This is a subset. The share of hits here may be higher or lower than overall.
